High-throughput results as filed in PubChem BioAssay.
ssDAF12 agonist – activators of S. stercoralis DAF-12 nuclear receptor; HEK293 ssDAF-12/GRIP1 lit1-tk-luc reporter, luminescence; % of 3 µM dafachronic acid response; activation, % at 6.8 µM; 1% of 370,000 active; AID 652126;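 active means activation above the mean over all tested compounds plus 3 SD, cut at about 0.9% in these data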;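 further: 0% = DMSO-only wells and 100% = 3 µM delta7-dafachronic acid wells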
hgDAF-12 ag – agonists of H. glycines DAF-12 nuclear receptor | 1.8% of 370,000 active | activation, % at 6.8 µM | HEK293 GAL4-hgDAF12 UAS-luciferase reporter, agonist luminescence; normalized to butyrate control;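 active means activation above a cutoff set at the mean of all screened compounds plus 3 SD, cut at about 10% in these data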;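 further: 0% = DMSO wells and 100% = sodium butyrate wells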
DAX1 inh-1 – inhibits human nuclear receptor DAX1; P51843; HEK293 Gal4-DAX1 luciferase reporter, luminescence; inhibition, % at 6.75 µM; 0.99% of 340,000 active; AID 504766;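 active means inhibition above the mean over all tested compounds plus 3 SD, cut at about 4.2% in these data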;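 further: 0% = DAX1-transfected cells with DMSO and 100% = empty-vector control cells with DMSO; inhibition shows as a rise in luminescence from relieved DAX1 repression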
Target sequence (P51843 207-470 limits assumed): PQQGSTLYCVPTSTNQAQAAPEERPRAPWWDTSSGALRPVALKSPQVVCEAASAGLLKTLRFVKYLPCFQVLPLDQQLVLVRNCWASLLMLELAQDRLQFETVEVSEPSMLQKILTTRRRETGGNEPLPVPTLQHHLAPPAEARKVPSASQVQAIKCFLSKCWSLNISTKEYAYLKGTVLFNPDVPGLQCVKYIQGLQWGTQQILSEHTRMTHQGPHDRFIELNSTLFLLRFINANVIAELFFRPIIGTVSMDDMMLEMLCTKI
DAX1 inh-2 – blocks DAX1 repression of SF-1 activated StAR promoter; HEK293T StAR-luciferase reporter, SF-1/DAX-1 repression relief; inhibition, % at 6.8 µM; 1.1% of 370,000 active; AID 652010;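 active means inhibition above the mean over all tested compounds plus 3 SD, cut at about 3.6% in these data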;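 further: 0% = DAX-1 cells with DMSO and 100% = cells lacking DAX-1 with DMSO; higher inhibition means more luminescence from relief of DAX-1 repression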
hcDAF-12 act – H. contortus DAF-12 activation, primary screen; HEK293 hcDAF-12 lit1-tk-luc reporter, luminescence; 0% DMSO, 100% Δ7-dafachronic acid; activation, % at 6.8 µM; 1.4% of 370,000 active; AID 652067;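 active means activation above the mean of all tested compounds plus 3 SD, cut at about 5.5% in these data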;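 further: 100% = response to 3 µM Δ7-dafachronic acid high control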
SMARCA2 activ – SMARCA2 function activation, primary screen; MG213 cells, MMTV-luciferase reporter, dexamethasone, overnight; activation, % at 9.1 µM; 1% of 370,000 active; in the data active means activation above about 7.8%;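 further: 0% = vehicle wells and 100% = reference activator wells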
GAA850 FXN act – increases GAA850 frataxin promoter reporter activity; HEK293 lucGAA850 FXN promoter luciferase reporter, 24 h; percent of 10 µM SAHA response; activation, % at 6 µM; 0.56% of 360,000 active; AID 540364;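 active means activation above the average of all compounds screened plus 3 SD, cutoff fixed separately per campaign, cut at about 7.5% in these data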;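 further: 0% = DMSO wells and 100% = 10 µM SAHA wells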
ADAM17 inh – inhibitors of human ADAM17. recombinant ADAM17, EDANS/DABCYL FRET peptide cleavage. 0.83% of 370,000 active. AID 720648. inhibition, % at 6.95 µM. P78536;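 active means inhibition above the mean of compounds lying between control limits plus 3 SD, set per campaign, cut at about 8.5% in these data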;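 further: 0% = DMSO-only wells as the low control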
Target sequence (P78536 215-824 limits assumed): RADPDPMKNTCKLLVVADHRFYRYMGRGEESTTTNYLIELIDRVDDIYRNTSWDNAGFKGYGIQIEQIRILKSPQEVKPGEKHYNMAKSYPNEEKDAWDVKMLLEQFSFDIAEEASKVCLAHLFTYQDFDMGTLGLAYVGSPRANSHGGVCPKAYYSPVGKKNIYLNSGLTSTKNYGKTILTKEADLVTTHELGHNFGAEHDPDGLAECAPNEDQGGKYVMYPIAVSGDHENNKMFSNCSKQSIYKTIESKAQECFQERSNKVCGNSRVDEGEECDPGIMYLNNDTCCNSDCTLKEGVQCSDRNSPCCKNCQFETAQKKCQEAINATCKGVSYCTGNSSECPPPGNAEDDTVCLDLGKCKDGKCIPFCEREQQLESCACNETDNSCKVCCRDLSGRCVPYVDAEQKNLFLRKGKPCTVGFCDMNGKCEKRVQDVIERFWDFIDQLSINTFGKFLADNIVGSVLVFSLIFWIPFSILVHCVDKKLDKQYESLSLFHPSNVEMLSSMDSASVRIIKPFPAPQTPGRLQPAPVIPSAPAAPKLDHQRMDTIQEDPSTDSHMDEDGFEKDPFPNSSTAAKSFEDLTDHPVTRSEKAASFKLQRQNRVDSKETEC
GC-A act – GC-A (human) enzyme activation; HEK293 GC-A cells, cGMP TR-FRET, EC30 ANP; 0% at EC30 ANP, 100% saturating ANP; P16066; 0.14% of 370,000 active; activation, % at 10 µM; in the data active means activation above about 40%
ADAM10 inh – inhibitors of human ADAM10 | O14672 | recombinant ADAM10, EDANS/DABCYL FRET peptide cleavage, 3 h | inhibition, % at 7 µM | 0.62% of 370,000 active | AID 720582;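 active means inhibition above a per-campaign cutoff equal to the mean of compounds falling between control-based bounds plus 3 SD, cut at about 20% in these data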;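 further: 0% = DMSO wells while the 100% control is not disclosed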
PG9 Ab binder – PG9 antibody binding by small molecule | TR-FRET gp120-PG9 antibody binding | inhibition, % at 6.7 µM | 0.43% of 360,000 active; in the data active means inhibition above about 8.5%
* = called active by the depositor; i = inactive; nt = not tested or not shown.

SMILES	ssDAF12 agonist	hgDAF-12 ag	DAX1 inh-1	DAX1 inh-2	hcDAF-12 act	SMARCA2 activ	GAA850 FXN act	ADAM17 inh	GC-A act	ADAM10 inh	PG9 Ab binder
CC12CCC(C(=O)N3CCCCCC3)(OC1=O)C2(C)C (stereo not drawn)	-1.1	-0.3	0.9	0.7	-1.6	-2	0.0	5	-1	11	-0.8
CCOC(=O)Cc1csc(CC(N)=O)n1	-0.6	-1.6	0.7	0.5	0.6	-5	0.1	-4	-3	9	-0.4
CCN1CCc2c(sc(NC(=O)c3ccc(S(=O)(=O)N(CC)c4ccccc4)cc3)c2C(N)=O)C1	-0.6	-2.0	-0.8	-1.5	-1.6	-1	-0.2	-2	-1	0	1.6
CCOC(CNc1cc(C)nc2c(-c3ccccc3OC)c(C)nn12)OCC	-1.3	-3.0	-1.6	-0.1	-2.3	0	-1.9	-4	0	-9	0.1
N#Cc1c(N2CCN(c3ccc(F)cc3)CC2)nc(N)c2c(N)nc3c(c12)CC(=O)N3C1CC1	-1.7	4.0	-0.9	0.3	-0.3	0	0.2	-6	8	-11	-1.5
Nc1ccc(CCC(=O)N2CCCC2)cc1	-1.3	2.0	-0.7	-0.3	-1.3	0	0.7	-1	2	-7	-0.8
COc1ccc(-n2cnnc2SCC(=O)Nc2ccc(N3CCOCC3)cc2)cc1	-1.2	-0.5	1.2	-0.5	0.1	1	-2.3	-2	3	-7	0.0
Cc1ccc(Nc2cnn(C34CC5CC(CC(CC(=O)O)(C5)C3)C4)c(=O)c2Cl)cc1	-1.1	0.4	-1.0	0.0	0.0	6	-1.1	1	1	8	-0.4
c1cncc(-c2nnc3sc(-c4ccco4)nn23)c1	-1.2	0.9	0.1	-0.6	-0.3	-1	-1.2	4	4	9	0.1
Cc1ccc2c(c1)C(=O)C(=O)N2CC1COc2ccccc2O1 (stereo not drawn)	-1.1	0.6	-0.6	-0.1	0.8	5	-1.5	-1	-18	6	-2.4
COc1ccc(-c2[nH]c(-c3ccc(F)cc3)nc2SCC(=O)NCc2ccco2)cc1OC	-1.2	-1.4	-0.5	-2.4	-1.6	4	-0.7	-6	-6	-20	-3.2
C=CCOC(=O)C(=O)/C=C/c1coc2ccccc2c1=O	-0.9	0.9	-1.0	-0.2	-0.2	1	1.9	-6	-1	-13	1.1
Cc1cccc(Nc2nnc(SCC(=O)Nc3ccccc3[N+](=O)[O-])s2)c1C	-1.0	0.5	-1.0	-0.2	1.5	-2	1.4	4	-2	14	-1.1
O=C(Cn1cc2c(n1)CCCCC2)N1CCCCC1	-1.7	4.1	3.4	1.7	1.8	1	0.0	1	0	-4	-0.4
CCOC(=S)N/C(=N\S(=O)(=O)c1ccc(C)cc1)c1ccccc1	-1.9	4.0	-0.3	0.1	-0.6	1	1.2	2	-1	0	0.1
O=C(Nc1c(S(=O)(=O)c2ccccc2)csc1Br)c1ccccc1Cl	-1.5	2.5	nt	-0.1	-1.4	2	-1.2	0	0	-2	-1.2
CCCc1cc(=O)[nH]c(SCC(=O)Nc2cc(S(=O)(=O)N3CCOCC3)ccc2N(CC)CC)n1	-1.5	-3.2	0.3	-0.4	-0.8	4	0.9	0	-5	-10	-1.8
CC1(C)CC(=O)C=C(NCCN2CCN(C(=S)Nc3ccc(F)cc3)CC2)C1	-1.9	0.0	-1.5	0.2	-1.5	-2	0.5	-6	-1	-11	0.4
CCOC1=C2[C@H](c3ccccc3)N(S(=O)(=O)c3ccccc3)C[C@H]2n2c(=O)n(-c3ccccc3)c(=O)n2C1	-1.0	-0.3	nt	3.6	-0.3	-4	nt	3	-3	12	-0.1
COc1cccc(CNC(=O)C2CCN(C(=O)N(C)C)CC2)c1	-1.1	-0.5	-0.6	-0.1	-0.9	0	2.3	-3	1	-3	0.3
Cc1ccccc1N1C(=O)CC(N2CCN(C(=O)c3ccco3)CC2)C1=O (stereo not drawn)	-1.5	-1.7	-0.2	0.6	-0.1	-1	0.8	-2	1	-7	-2.1
O=C(CCc1nnc(C2(c3ccc(Cl)cc3)CCC2)o1)N1CCCC(O)C1 (stereo not drawn)	-0.9	0.6	0.4	-0.6	1.6	-2	0.2	5	3	-3	-0.5
COc1ccc(NC(=O)c2ccc3[nH]c(C)c(C)c3c2)c(OC)c1	-1.2	-3.5	-1.2	-0.1	-2.2	2	0.3	-2	2	-14	1.4
S=C(NC1CCCCC1)N1CCn2cccc2C1c1cccnc1 (stereo not drawn)	-1.3	-0.7	0.7	-0.2	0.6	-1	0.3	-1	-5	3	-0.5
COC(=O)c1ccc(C(=O)OC)c(NC(=S)N2CCCC(C)C2)c1 (stereo not drawn)	-0.8	-1.4	0.4	-0.3	0.2	-2	-0.1	-168	3	-480	-1.7
COc1cc(NC(=O)Cc2nn(C)c(=O)c3ccccc23)cc(OC)c1	-1.9	-6.8	-2.0	-2.3	-3.2	-2	-0.9	1	-2	-2	-0.3
C/C(CC(=O)Nc1ccc(N(C)C)cc1)=N\NC(=O)c1ccc(Cl)cc1	-1.7	5.2	0.2	-0.1	-1.8	4	0.8	8	-8	-1	-6.3
O=C(Nc1cccc(-n2cnnn2)c1)c1cc2ccccc2o1	-1.4	3.2	-0.4	-0.7	1.1	-1	0.3	-4	0	-10	-1.2
N#Cc1nc(-c2cccc3ccccc23)oc1N	-1.6	0.1	0.2	-0.2	0.9	2	4.2	i	2	i	4.6
Cc1nonc1CN(C)C(=O)c1cc(COc2ccc(F)cc2Cl)on1	-0.7	4.0	-0.8	0.2	-2.9	8	4.0	4	8	1	-1.1
CC(=O)Nc1ccc(S(=O)(=O)NNC(=S)NCc2ccco2)cc1	-0.5	-0.6	0.7	-0.7	-0.6	-1	-3.9	-2	1	-10	-1.4
CN(C(=O)CCc1ccccc1F)C1CCCN(Cc2ccccc2F)C1 (stereo not drawn)	-1.2	-2.3	-0.9	0.6	0.7	1	-0.4	1	-4	1	-3.3
COC(=O)c1ccc(CSc2nc(C)nc3c2c(=O)n(C)c(=O)n3C)o1	-1.0	0.1	-0.2	0.6	0.5	-3	2.9	0	5	5	0.8
C=CCn1c(CCCOc2ccc(Cl)cc2Cl)n[nH]c1=S	-1.3	0.3	-0.3	0.8	-1.7	2	0.9	-3	1	-1	0.2
CC1CCc2c(sc(NC(=O)c3cccs3)c2C(=O)O)C1 (stereo not drawn)	-0.6	-3.1	-1.9	-0.5	2.0	2	-4.8	-5	4	2	-3.1
Cc1cc2oc(C(=O)NCc3ccccc3)cc(=O)c2cc1C	-1.0	-2.7	-1.1	-0.1	-1.8	-2	-0.6	-7	1	-6	2.1

Copied from the list:
C=CCn1c(CCCOc2ccc(Cl)cc2Cl)n[nH]c1=S in SMARCA2 activ is entered as 2
C/C(CC(=O)Nc1ccc(N(C)C)cc1)=N\NC(=O)c1ccc(Cl)cc1 in ADAM17 inh is entered as 8

Going on with the list.
SMILES	ssDAF12 agonist	hgDAF-12 ag	DAX1 inh-1	DAX1 inh-2	hcDAF-12 act	SMARCA2 activ	GAA850 FXN act	ADAM17 inh	GC-A act	ADAM10 inh	PG9 Ab binder
CC1(C)CN(CCc2ccccc2)C(=O)[C@H]1CC(=O)Nc1ccc(Br)cc1	-1.6	1.0	0.2	1.1	0.2	-6	-0.4	5	4	-4	-2.1
Cc1csc(N2CCCC2=O)n1	-0.7	-0.5	-0.4	-0.3	0.9	0	0.5	-3	-1	4	0.1
CC(C)Oc1ccc(C2NC(=O)c3ccccc3O2)cc1 (stereo not drawn)	0.1	-1.5	4.4*	-0.1	-0.4	-1	2.8	-16	0	-30	-1.6
O=C(c1cc(-c2ccccc2)n[nH]1)N1CCN(S(=O)(=O)c2ccccc2)CC1	-1.6	1.4	-0.1	-0.8	-2.1	4	-1.2	2	-1	1	-0.6
CCc1c(C(=O)Nc2cc(C)cc(C)c2)[nH]c(C)c1C(C)=O	-1.4	-2.9	-1.0	-0.2	-1.2	-5	-1.9	-6	-10	-1	0.5
c1ccc(Cc2nn[nH]n2)cc1	-0.8	-0.7	-0.5	-0.5	-0.6	3	-0.5	2	5	8	0.9
Cc1ccc(SCCN2CCN(CCc3ccccc3)CCC2=O)cc1	-1.0	2.7	-0.6	0.0	0.9	2	0.3	-5	1	-6	0.5
NC(=O)COc1ccc(/C=N\NC(=O)CC(=O)NCCc2ccccc2)cc1	-1.2	-0.3	-0.2	0.1	-1.9	-2	0.4	-7	2	3	-0.6
O=C(O)CNC(=O)C(c1ccccc1)c1ccccc1	-1.6	0.5	2.2	-0.1	-1.8	-3	0.3	0	-1	3	-0.7
O=C(CCN1CCOCC1)Nc1cc(C(=O)Nc2ccccc2F)ccc1N1CC2CC(C1)c1cccc(=O)n1C2 (stereo not drawn)	-1.0	1.0	0.5	0.2	-0.5	-2	-1.4	-5	1	1	-2.3
COc1ccc(/C=N/NC(=O)CCSc2nc3ccccc3s2)cc1OC	-1.6	-2.9	-0.1	-0.7	-2.8	3	5.4	6	4	7	-2.5
Cc1ccc(S(=O)(=O)N(C)c2ccc(OC(=O)c3cccs3)cc2)cc1C	-1.3	0.8	0.3	-0.3	-2.0	1	-0.1	6	0	7	-0.8
COc1ccc(CNC(=O)c2ccc3nccnc3c2)cc1	-0.8	-1.0	-0.5	1.0	-0.2	0	3.8	2	0	11	-2.1
NC(=O)C1(N2CCCCC2)CCN(C2CC(=O)N(Cc3ccc(N4CCCC4=O)cc3)C2=O)CC1 (stereo not drawn)	-1.3	-1.1	0.1	0.5	0.8	1	0.7	-2	5	-4	-0.5
CC1CN(CCc2ccccc2)c2nc3c(c(=O)n(C)c(=O)n3C)n2C1 (stereo not drawn)	-1.8	-0.6	0.5	-1.7	1.6	-2	3.5	-4	7	-4	0.3
COc1ccc(/C(C)=N/NC(=O)CNC(=O)CCc2ccccc2)c(OC)c1	-1.0	0.8	-0.9	0.1	-0.8	-2	-0.4	-1	-2	4	4.0
N=c1ncn(CC(O)CN2CCOCC2)c2nc(N3CCOCC3)[nH]c12 (stereo not drawn)	-1.5	1.7	0.7	-0.4	-0.4	5	3.3	1	4	3	-2.4
CC1(Oc2cccc(F)c2)CCN(Cc2csc3ccccc23)C1 (stereo not drawn)	-1.6	1.6	nt	0.2	-1.3	-2	-1.0	-2	-2	-5	1.6
c1cnc(N2CCSCC2)nc1	0.0	-0.6	0.9	-0.4	-0.5	-2	0.9	-3	3	1	-1.6
O=S(=O)(NCC1CCCO1)c1cnc(Cl)c(Cl)c1 (stereo not drawn)	-1.1	0.1	-0.9	0.5	-0.1	0	2.4	-4	-6	0	-0.6
COc1ccc([N+](=O)[O-])cc1NC(=O)CSc1ccc2ccccc2c1	-0.8	-4.2	-0.4	-1.6	0.7	-5	2.5	9.6*	-2	10	1.3
CCOC(=O)c1cn(CC)c2cc(N3CCN(C)CC3)c(F)cc2c1=O	-1.2	3.7	0.9	0.9	-0.4	-2	2.9	-66	4	-147	-0.4
